MCF10A rereplic: inducers of DNA re-replication in MCF 10A breast cells; MCF 10A DNA re-replication, Hoechst nuclear intensity, 48 h; Potency, µM (doses to about 46.1 µM), for inactives: top-dose activity, positive = re-replication, hits mostly activators; 2.9% of 350,000 active; note: potency is the fitted concentration of half-maximal effect; % of control where 0% means no effect; nearly all actives have a fitted effect of over 50% in size
IL-1B inflam inh: inhibitors of inflammasome signaling (IL-1 beta secretion). 4.7% of 360,000 active. THP-1 LPS/ATP IL-1B secretion, AlphaLISA, 16 h; stronger effect = lower value. activity change, % at 57.5 µM; in the data active = activity change below about -50%; inconclusive = mostly about -30% to -49%; note: % is set by controls: 0 for no effect and ±100 for the full control effect
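Secreted IL-1B measured by AlphaLISA bead assay after 16 h compound exposure of THP-1 cells; compounds (final up to 57.5 uM) added 1 h before LPS (250 ng/mL) and ATP (1.25 mM) stimulation; lower signal means less secretion.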
S2 tox: cell viability loss in ATXN counter-screen; S2 cells (HEK-293 line with an ATXN2-luciferase reporter) viability, CellTiter-Fluor protease fluorescence, 24 h; Potency, µM (titrated, usually from 56.7 µM), actives largely listed as cytotoxic; 0.49% of 400,000 active; note: potency is the fitted concentration of half-maximal effect; nearly all actives have a fitted effect of over 40% in size
ATXN2 expr inh: reduces ATXN2 reporter expression in HEK-293 cells; HEK-293 ATXN2-luciferase reporter, luminescence, 24 h; Potency, µM (highest dose often 57 µM), for the others: top-dose activity change, negative = inhibition, hits mostly inhibitors; 0.72% of 360,000 active; note: potency is the fitted concentration of half-maximal effect; % is set by controls: 0 for no effect and ±100 for the full control effect; nearly all actives have a fitted effect of over 55% in size
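qHTS (up to 57 uM final) was run with 24 h compound exposure of reporter cells at 37 °C. Each well was multiplexed: SteadyGlo luminescence measured ATXN2-luciferase expression after a fluorogenic Gly-Phe-AFC viability readout (25 uM final).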
KB-3-1 cytotox: KB-3-1 parental cell cytotoxicity. KB-3-1 viability, CellTiter-Glo ATP luminescence, 72 h. 1.4% of 400,000 active. AID 1347075. Potency, µM (titrated, usually from 46.1 µM), inactives show at the highest dose activity change, negative = cytotoxic, hits mostly cytotoxic; note: potency is the fitted concentration of half-maximal effect; % is set by controls: 0 for no effect and ±100 for the full control effect; nearly all actives have a fitted effect of over 60% in size
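Here the drug-naive KB-3-1 line serves as comparator for MDR sub-line selectivity; cells received compound titrations, 72 h at 37 °C, then CellTiter-Glo readout.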
HT1080-NT tox: kills 2HG-producing HT-1080-NT fibrosarcoma cells; HT-1080-NT fibrosarcoma viability, CellTiter-Glo ATP luminescence, 48 h; Potency, µM (top dose mostly 46.1 µM), for inactives: at the top dose activity, negative = less viability, actives largely listed as cytotoxic; 1.6% of 360,000 active; AID 686970;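 note: NT is the 2HG producing partner of a matched IDH1 knockdown line; potency is the fitted concentration of half-maximal effect; 0% = DMSO-treated cells and -100% = media-only wells without cells; nearly all actives have a fitted effect of over 55% in size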
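Read-out is CellTiter-Glo luminescence after 10 minutes at room temperature, following 48 hours' compound treatment of HT-1080-NT cells (750 cells/well, RPMI, 5% FBS, 37 degrees C).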
HT1080 IDH1KD tx: toxicity to HT-1080 IDH1 knockdown cells (counter line); 2% of 360,000 active; HT-1080 IDH1 knockdown viability, ATP luminescence, 48 h; Potency, µM (titrated, usually from 46.1 µM), for the others: at the highest dose activity, negative = toxicity, most hits filed as cytotoxic;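 note: potency is the fitted concentration of half-maximal effect; 0% = DMSO wells and -100% = cell-free medium wells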
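Viability of IDH1-knockdown HT-1080 fibrosarcoma cells was assessed by CellTiter-Glo after 48 h at 37 °C with titrated compound; concentration-effect curves were classified by fit quality and response size.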
SW480 rerep: inducers of DNA re-replication in SW480 colon cancer cells | SW480 DNA re-replication, Hoechst DNA content imaging, 48 h | Potency, µM (titrated, usually from 46.1 µM), inactives show top-dose re-replication activation, actives largely listed as activators | 1.8% of 340,000 active | AID 624297; note: potency is the fitted concentration of half-maximal effect; % of control where 0% means no effect; nearly all actives have a fitted effect of over 55% in size
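Cells (250 per well) received 23 nL compound or DMSO by pin tool and were kept 48 hr at 37 C, 5% CO2. Nuclei were then stained with Hoechst for 40 min and scanned for DNA content.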
KB-V1 MDR tox: KB-V1 MDR subline cytotoxicity | KB-V1 MDR cells viability, CellTiter-Glo, 72 h | Potency, µM (highest dose often 46.1 µM), for the others: top-dose activity change, negative = cytotoxicity, most hits filed as cytotoxic | AID 1347076 | 3.4% of 400,000 active; note: potency is the fitted concentration of half-maximal effect; % is set by controls: 0 for no effect and ±100 for the full control effect; nearly all actives have a fitted effect of over 60% in size
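Cells of the MDR subline KB-V1 are plated, dosed with compound at multiple concentrations, and incubated 72 h at 37 degrees C; CellTiter-Glo is then added and luminescence read after 10 min.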
Numbers without * were called inactive; i = inactive; ? = inconclusive; . = not tested or not shown; & = joins results of further samples; [ ] = another dose, or the depositor's remark. Unless noted, calls come from the whole dose curve; as a rule, active = well fitted curve in the direction sought with a large enough effect; inconclusive = small, poorly fitted or top-dose-only effect, or another doubt; inactive = no such curve, though single readings can be large; an effect the other way counts as inactive or inconclusive. Compounds as they come. Share with any hit: about 11%.

SMILES	MCF10A rereplic	IL-1B inflam inh	S2 tox	ATXN2 expr inh	KB-3-1 cytotox	HT1080-NT tox	HT1080 IDH1KD tx	SW480 rerep	KB-V1 MDR tox
COc1ccc(CCNC(=O)C2CCN(S(=O)(=O)c3c(C)noc3/C=C/c3ccc(C)cc3)CC2)cc1OC	.	.	i	-5%	4%	.	.	.	17%
O=C(NC1CCCC1)C(c1ccncc1)N(CC1CCCO1)C(=O)Cn1nnc(-c2cccs2)n1 (stereo unspecified)	11%	5	i	-1%	?	16%	4%	0%	23µM*
CC1=NN(c2ccc(Cl)c(C(=O)O)c2)C(=O)/C1=C\c1ccc(-c2ccc(C(=O)O)cc2)o1	4%	0	i	0%	-8%	24%	25%	-4%	0%
CCCS(=O)(=O)NC(=O)C1(C)CCN(C(=O)c2ccccc2OC(C)=O)C1 (stereo unspecified)	.	-13	i	-3%	0%	19%	3%	.	-2%
FCCCOc1ccc(-c2nccc(-c3ccccn3)n2)cc1	-5%	39	?	.	4%	12%	16%	-10%	?
Cn1c(/N=C/c2c(O)ccc3ccccc23)nc2ccccc21	13%	31	?	?	-20%	-2%[9.24 µM]	?	-1%	-17%
COc1cccc(/C=N/NC(=O)NC2CCCCC2)c1O	-1%	?	.	.	-29%	-1%	-2%	3%	-22%
Cn1c(C(=O)NCC2CCCO2)cc2c(=O)n3ccccc3nc21 (stereo unspecified)	12%	16	.	-4%	8%	?	16%	0%	11%
Cc1ccc(NC(=O)C2CC(=O)Nc3ncnn32)c(C)c1 (stereo unspecified)	4%	-13	i	2%	7%	15%	9%	?	1%
COc1coc(C(O)CN)cc1=O (stereo unspecified)	-6%	4	i	0%	-10%	-2%	5%	2%	-6%
CCn1c(=O)cc(SCC(=O)Nc2ccc(Cl)cc2)c2ccccc21	8%	-4	i	-14%	1%	-2%	-2%	0%	?
O=c1c2ccccc2nc(SCCN2CCCCC2)n1CCc1ccccc1	?	-60*	?	-25%[11.3 µM]	-10%	?	15µM*	?	17%
O=C(c1ccc([N+](=O)[O-])s1)N1CCN(c2cccc(Cl)c2)CC1	?	-58*	?	-25%	?	4%	6%	?	16µM*
O=C(NCC(=O)N1CCCCCCC1)c1ccccc1Cl	4%	-8	i	15%	5%	-6%[9.24 µM]	0%	-1%	-1%
O=C1Nc2ccccc2C12OCC1(CO2)COC2(OC1)C(=O)Nc1ccccc12 (stereo unspecified)	-10%	-13	i	1%	-25%	-24%	-23%	5%	-21%

Structural class: the entries above with an aryl methoxy group (3)
SMILES	MCF10A rereplic	IL-1B inflam inh	S2 tox	ATXN2 expr inh	KB-3-1 cytotox	HT1080-NT tox	HT1080 IDH1KD tx	SW480 rerep	KB-V1 MDR tox
COc1ccc(CCNC(=O)C2CCN(S(=O)(=O)c3c(C)noc3/C=C/c3ccc(C)cc3)CC2)cc1OC	.	.	i	-5%	4%	.	.	.	17%
COc1cccc(/C=N/NC(=O)NC2CCCCC2)c1O	-1%	?	.	.	-29%	-1%	-2%	3%	-22%
COc1coc(C(O)CN)cc1=O (stereo unspecified)	-6%	4	i	0%	-10%	-2%	5%	2%	-6%

The list goes on.
SMILES	MCF10A rereplic	IL-1B inflam inh	S2 tox	ATXN2 expr inh	KB-3-1 cytotox	HT1080-NT tox	HT1080 IDH1KD tx	SW480 rerep	KB-V1 MDR tox
CC(C)C(=O)NCCCc1ccccc1	-4%	-5	i	-4%	13%	15%	23%	-6%	?
Cc1cccc(-n2cc(CNCCc3nc(C)cc(C)n3)c(-c3cccc(F)c3)n2)c1	4.1µM*	?	.	28µM*	-26%	?	?	23µM*	-6%
CC1CCCCN1C(=O)Cn1c(=O)n(-c2ccc(F)cc2)c(=O)c2sccc21 (stereo unspecified)	0%	8	i	-7%	1%	9%	12%	-1%	6%
CNC(=O)CCn1nc(-c2ccc(Cl)cc2)c2ccccc2c1=O	-4%	-13	i	-8%	-4%	-12%	-3%	1%	-10%
c1ccc2c(c1)Nc1nccnc1S2	?	9	i	0%	11%	0%	11%	-32%[inhibitor]	-5%
COc1ccc(N2CCN(C(=O)CSc3nc4cc(OC)c(OC)cc4cc3C#N)CC2)cc1	10%	-2	i	-12%	-11%	3%	-4%	2%	-3%
NC(=O)c1ccccc1NC(=O)c1cc(S(=O)(=O)N2CCCCC2)ccc1N1CCOCC1	-4%	-2	i	8%	.	0%	-1%	-4%	.
CC(c1cccnc1)N(CCN(C)C)C(=O)Nc1ccc(Cl)cc1 (stereo unspecified)	2%	-27	i	13%	0%	-9%	-1%	0%	-8%
C=CCOc1ccc(C2C(C(=O)c3ccco3)=C(O)C(=O)N2CCCN(CC)CC)cc1 (stereo unspecified)	0%	-11	i	0%	4%	-2%	-1%	7%	21%
O=C(c1cc2ccccc2oc1=O)N(Cc1ccccc1)Cc1ccc2c(c1)OCO2	?	?	i	-5%	0%	0%	1%	1%	-19%
O=C(c1cc2c(s1)-c1ccccc1OC2)N1CCN(c2ccc(F)cc2)CC1	.	.	i	-5%	20%	.	.	.	-12%
Cc1cccc(-n2nnnc2SCC(=O)Nc2cccc(S(N)(=O)=O)c2)c1	-2%	70	i	.	-5%	0%	-4%	-30%	3%
COc1cc2nc(N(CCN(C)C)C(=O)c3ccc(S(=O)(=O)N(C)CC4CCCO4)cc3)sc2cc1OC (stereo unspecified)	11%	0	i	-8%	6%	-4%	4%	-10%	-5%
C#CCN(C(=O)Nc1ccccc1)c1ccccc1	17%	0	i	1%	-10%	-2%	-3%	-49%[inhibitor]	-24%
CC(=O)N(C(C)=O)c1cccc(N(Cc2ccccc2)Cc2ccccc2)c1	?	10	?	?	0%	?	?	?	0%
Cc1[nH]n(-c2cccc3ccccc23)c(=O)c1/C=N/c1sc2c(c1C#N)CCC2	0%	-1	i	3%	-1%	-5%	-3%	-1%	15%
CCCc1cc(=O)[nH]c(SCC(=O)NC(=O)OCC)n1	1%	9	i	-3%	-11%	1%	3%	1%	-4%
CCOC(=O)Cn1nc(C)c(-c2ccccc2)c1N	-4%	7	i	4%	0%	8%	-16%	1%	9%
Nc1cc(Cl)ccc1C(=O)OCC(=O)NC(=O)NCc1ccccc1	9%	11	i	8%	1%	2%	-17%	1%	5%
COc1ccc(S(=O)(=O)NCCc2sc(-c3ccccc3)nc2C)cc1F	.	.	?	-3%	-4%	.	.	.	?
CCCSc1nnc(-c2c[nH]c3ccccc23)n1CC	2%	-17	i	-7%	-45%	-3%	-21%	4%	-10%
COc1ccc(-c2nnc(SCc3c(C)noc3C)o2)cc1	19%	-13	i	10%	2%	-1%	10%	-2%	?
COc1ccc(C2CC(=O)C=C(NCC3CCCO3)C2)cc1 (stereo unspecified)	5%	1	i	2%	12%	16%	21%	4%	4%
COc1ccc(N2CCN(C(=O)CCS(=O)(=O)c3cccc4nsnc34)CC2)cc1	-2%	2	i	4%	-6%	2%	-1%	-12%	?
CCc1nn(CC(=O)NCCc2ccc(S(N)(=O)=O)cc2)c(=O)c2cc3sccc3n12	1%	9	i	-9%	3%	-5%	9%	25%	-6%
COc1ccc(C2(O)C(=O)Nc3ccc(C)cc32)cc1OC (stereo unspecified)	3%	50	i	-17%	-8%	9%	14%	-3%	?
CCOc1ccc(N2C(=O)CSC2=S)cc1	10%	-15	?	.	-1%	-2%	-7%	-1%	3%
CC(=O)C1=C(O)C(=O)N(CCCn2ccnc2)C1c1ccc(Br)cc1 (stereo unspecified)	-3%	9	i	23%	10%	9%	7%	-10%	7%
COc1ccc2[nH]c3c(=O)n(CCCCC(=O)N4CCC(C(N)=O)CC4)c(=S)[nH]c3c2c1	-1%	-2	i	1%	9%	7%	23%	-1%	-12%
CCCNC(=O)C1(C)CCCN(C(=O)Cc2ccc3ccccc3c2)C1 (stereo unspecified)	.	29	i	15%	0%	4%	1%	.	1%
O=C(CCS(=O)(=O)c1ccc(Cl)cc1)Oc1ccc2c(c1)OCO2	12%	14	i	1%	5%	6%	6%	-1%	15%
COc1ccccc1-c1noc(CCC(=O)Nc2cccc(C)c2)n1	-3%	-7	i	-4%	4%	-3%	-8%	2%	-15%
Cc1ccc(C(=O)N[C@H](C(=O)OCc2cc(=O)n3c(n2)sc2ccccc23)C(C)C)cc1	-3%	2	i	5%	18%	8%	10%	.	-19%
Cc1c(O)cc2n(c1=O)-c1ccc(Cl)cc1C2(C)C	6%	4	i	0%	-4%	-4%	-6%	-5%	-8%
CN(C)/C=N/c1sc2c(c1C#N)CCCCC2	2%	-6	i	51%[activator]	-7%	7%	1%	?	?
COc1ccc(C)cc1-n1nnnc1SCC(=O)NC1CCCC1	14%	5	i	11%	5%	3%	6%	-69%[inhibitor]	2%
Cc1ccnc(NC(=O)c2c(-c3ccccc3Cl)noc2C)c1	4%	21	i	18%	9%	9%	3%	-4%	?
Cc1cc2oc3ccc(NCCCn4ccnc4)cc3c(=O)c2cc1C	?	14	i	0%	3%	?	?	?	-12%
COc1cccc(NC(=O)CCN2C(=O)c3ccccc3Sc3ncccc32)c1	1%	13	i	-2%&-14%	?	0%	4%	?	?
CN(C)c1ccc(C(O)P(=O)(OCc2ccccc2)c2ccc(N(C)C)cc2)cc1 (stereo unspecified)	9%	-15	i	-6%	0%	-10%	-12%	17%	-2%
O=C(COC(=O)c1ccncc1)Nc1ccccc1	-3%	4	i	27%	0%	10%	6%	-2%	7%
O=C(O)c1cccnc1Nc1ccc(Cl)cc1	10%	47	i	277%[activator]	7.3µM*	-20%	-24%	?	12µM*
CCn1c(=O)n(C)c2c(=O)n(C)c(=O)n(C)c21	-14%	14	i	-1%	6%	-2%	1%	-14%	16%
CCN(CC)C(=O)C(=O)N/N=C/c1cccc(Br)c1	6%	11	i	5%	9%	0%	10%	-4%	7%
O=C(CN(Cc1cccs1)S(=O)(=O)c1ccc(S(=O)(=O)NC2CCCCC2)cc1)Nc1ccccc1	?	-16	i	-33%	?	-9%	-26%	29%	13µM*

Screens: PubChem, National Center for Advancing Translational Sciences (NCATS)
